# Assay outcomes (PubChem)
# RMI FANCM FP: RMI-FANCM interaction inhibition; Fluorescence polarization, RMI core complex with F-MM2 peptide; stronger effect = lower value; AID 1159607; FP signal (polarization) at 33 µM; hit rate 0.58% among 70,000; in the data active means FP signal below about 40; further: inactives centre near 61; strong numbers were not always called active; unit not given here
# An asterisk follows results filed as active; & = joins results of further samples.
RMI FANCM FP	Molecule
51	COc1ccc(C(=O)NCC(c2cccs2)N2CCc3ccccc3C2)cc1OC (stereo unspecified)
56	O=C1CSC(c2ccc(Cl)cc2Cl)N1c1ccccn1 (stereo unspecified)
63	CC(=O)c1cccc(NC(=O)Cc2cc(=O)[nH]c(SCc3cccc(Cl)c3)n2)c1
58	CC1CCCC(C)N1CC(O)Cn1cc(/C=N\O)c2ccccc21 (stereo unspecified)
57&58	Cc1nnc(SCc2c(F)cccc2Cl)[nH]c1=O
73	Cc1cc(C)c2nc(N(Cc3ccco3)C(=O)c3cc(C)no3)sc2c1
118	O=C(Cn1cnc2c(sc3ccccc32)c1=O)Nc1ccc(F)c(Cl)c1
67	CCOc1ccc(S(=O)(=O)Nc2ccc3c(c2)OCC(C)(C)C(=O)N3CCC(C)C)cc1C

# A draw from above in order of count of non-hydrogen atoms, highest first:
RMI FANCM FP	Molecule
63	CC(=O)c1cccc(NC(=O)Cc2cc(=O)[nH]c(SCc3cccc(Cl)c3)n2)c1
118	O=C(Cn1cnc2c(sc3ccccc32)c1=O)Nc1ccc(F)c(Cl)c1
56	O=C1CSC(c2ccc(Cl)cc2Cl)N1c1ccccn1 (stereo unspecified)

# Other results follow:
RMI FANCM FP	Molecule
60	O=C1c2cccc3cccc(c23)C(=O)N1CCCn1ccnc1
60	C=C(Br)Cn1c(Cc2ccccc2)nc2ccccc21
64	CCCCc1ccc(NC(=O)CSc2cn(CCNC(=O)c3ccccc3F)c3ccccc23)cc1
79	O=C(NCCn1ncc2c(=O)n(Cc3ccc(Br)cc3)cnc21)c1ccc2c(c1)OCO2
74	COc1ccc(CNC(=O)C(=O)Nc2ccc(C(N)=O)cc2)cc1
68	O=C(NCCOc1ccc2nnc(-c3ccccc3Cl)n2n1)c1ccc(F)c(F)c1
55	C/C=C/CC(=O)NCC(=O)NN
68	N#C/C(=C\c1cn[nH]c1-c1ccccc1)c1nc2ccccc2s1

# 7 records picked at random from those above, as already listed:
RMI FANCM FP	Molecule
55	C/C=C/CC(=O)NCC(=O)NN
68	N#C/C(=C\c1cn[nH]c1-c1ccccc1)c1nc2ccccc2s1
74	COc1ccc(CNC(=O)C(=O)Nc2ccc(C(N)=O)cc2)cc1
60	O=C1c2cccc3cccc(c23)C(=O)N1CCCn1ccnc1
79	O=C(NCCn1ncc2c(=O)n(Cc3ccc(Br)cc3)cnc21)c1ccc2c(c1)OCO2
68	O=C(NCCOc1ccc2nnc(-c3ccccc3Cl)n2n1)c1ccc(F)c(F)c1
64	CCCCc1ccc(NC(=O)CSc2cn(CCNC(=O)c3ccccc3F)c3ccccc23)cc1

# (list continues)
RMI FANCM FP	Molecule
79	Fc1ccc(-c2nc(NCc3ccccc3)c3ccccc3n2)cc1
56	O=C(Nc1nnc(-c2ccc(Cl)cc2Cl)s1)c1cccc(C(F)(F)F)c1
74	O=S(=O)(/C=C/c1ccccc1)N1CCN(c2ccc3nnc(-c4ccco4)n3n2)CC1
120	C=CCC1S/C(=N\N=C/c2ccc(OCc3ccccc3)cc2)NC1=O (stereo unspecified)
66	CCN(CC)C(=Nc1ccccc1)Nc1ccccc1
59	CCOc1ccc(Nc2c(S(=O)(=O)c3ccccc3)cnc3ccc(Cl)cc23)cc1
73	CN(C)CCN(C(=O)c1ccc([N+](=O)[O-])o1)c1nc2cc3c(cc2s1)OCO3
59	COC(=O)CCC(=O)Nc1ccc(S(=O)(=O)Nc2cc(C)on2)cc1
55	O=C(NCCN1CCOCC1)C(=O)Nc1ccccc1Cl
64	CCS(=O)(=O)Nc1ccc2c(c1)OCC(C)(C)C(=O)N2
55	O=S(=O)(Nc1cccc(CCc2ccccn2)c1)c1cc(Cl)c(Cl)cc1Cl
61	CSC1=NCCN1C(=O)C1CCCCC1
61	CC(=O)NC1C(OC(=O)COc2ccc(Cl)cc2C)OC(COC(C)=O)C(OC(C)=O)C1OC(C)=O (stereo unspecified)
60	Cc1nn(C(=O)C23CC4CC(CC(C4)C2)C3)c(C)c1Sc1ccc([N+](=O)[O-])cc1
68&94	NC(=O)N/N=C\c1ccc([N+](=O)[O-])o1
47	O=C1c2ccccc2C(=O)c2c(F)ccc(F)c21
59	O=S(=O)(c1ccccc1)N1CCC(c2nnc(C3CC3)s2)CC1
67	COc1ccc(Cl)c2sc(N(Cc3cccnc3)C(=O)c3c(F)cccc3F)nc12
67	COC(=O)c1cc(C)nc2c1c(C)nn2-c1ccc(F)cc1
84	Cc1ccc(-c2cc3c(=O)n(Cc4nc(-c5ccccc5Cl)no4)ccn3n2)cc1C
67	Cc1cc(NC(=O)C2CCCN2S(=O)(=O)c2ccc(Cl)s2)on1 (stereo unspecified)
54	Cc1onc(-c2ccccc2Cl)c1C(=O)NCC(c1ccsc1)N(C)C (stereo unspecified)
59	Cc1nnc(NC(=O)CSc2nnc3ccc(-c4ccco4)nn23)s1
65	CN(C)c1ccc(C(=O)NNc2nc3c(Cl)cccc3s2)cc1
61	O=C(NCc1ccc(F)cc1)N1CCCC(c2nnc(-c3ccc4c(c3)OCO4)o2)C1 (stereo unspecified)
70	CC(C)=CC(=O)Nc1ccc(OCc2ccccc2)cc1
65	N#CC(CO)Cc1cc([N+](=O)[O-])ccc1N1CCCC1 (stereo unspecified)
61	Cn1cc(OCc2ccc(F)cc2)c(=O)cc1C(=O)N1CCN(Cc2ccc3c(c2)OCO3)CC1
60	CSc1cccc(NC(=NS(=O)(=O)c2ccccc2)NN)c1
129	O=C(Cc1ccc(F)cc1)N(Cc1cccnc1)c1nc2ccc(Cl)cc2s1
59	COc1ccc(/C=C(\C#N)C(=O)C2CC2)cc1
56	Cc1nnsc1C(=O)NC1CCCCC1
67	O=C(c1ccccc1F)N1CCN(c2ccc(-c3cccnc3)nn2)CC1
60	CC(=O)Nc1ccc(NC(=S)NC(=O)c2ccccc2)cc1
55	O/N=C1\CCCCC1Cn1ccnc1 (stereo unspecified)
63	COc1ccc(/C=C/C(=O)c2c(C)cc(C)cc2C)cc1
61	N#CC(C#N)=C(/C=C/c1cccs1)C1CC1
69	O=C(NCc1ccsc1)c1ccc(C(F)(F)F)cc1
57	Nc1nc2ccc(C(=O)O)cc2s1
59	O=C(CN1CCCCC1)N1c2ccccc2Sc2ccccc21
51	NCCCNCCCCNCCCN
46&51	O=S(=O)(NCc1cc(F)cc2c1OCOC2)c1ccc(-c2ccccn2)s1
67	O=C(CSc1nc2c(c(=O)[nH]1)CN(Cc1ccc(F)cc1)CC2)NCCc1ccc(Cl)cc1
63	O=S(=O)(Nc1nc2ccccc2nc1NCC1CCCO1)c1cccs1 (stereo unspecified)
56	CC1CCCN(c2ccc3nncn3n2)C1 (stereo unspecified)
45	NC(=S)N/N=C\c1cc2c(s1)-c1cc(Cl)ccc1OC2
70	Cc1cccc(CC(=O)Nc2cc(C)nn2-c2nc(C)cc(=O)[nH]2)c1
57	CC1=NNC(=O)C1Oc1ccc(Cl)cc1Cl (stereo unspecified)
62	CC(C)(C)c1csc(CN2CCN(S(=O)(=O)c3ccc4c(c3)OCCO4)CC2)n1
52	O=C(COc1ccc(Cl)cc1)Nc1nnc(SCc2cccc(C(F)(F)F)c2)s1
51	CCOC(=O)N1CCC2(CC1)CC(=O)c1ccccc1O2
53	COc1cccc(OC)c1CCOC(=O)c1c(F)cccc1F
58	Cc1cc(C(=O)Nc2nc3c(F)cccc3s2)no1
75	Cc1ccc(C(=O)CSc2nnc3ccc4ccccc4n23)cc1C
31*	CCC(=O)Oc1ccc(N2C(=O)c3ccccc3C2=O)cc1
62	COc1ccc(NC(=O)CSc2nc3c(cnn3-c3ccc(S(N)(=O)=O)cc3)c(=O)[nH]2)cc1

# Later entries:
RMI FANCM FP	Molecule
64	CC(C)C(=O)Nc1ccc(C(=O)Oc2ccccc2)c(O)c1
57	O=C(CC(SCCO)c1ccc([N+](=O)[O-])cc1)c1ccco1 (stereo unspecified)
54&61	CC[C@H](C)C(=O)O[C@H]1CCC=C2C=C[C@H](C)[C@H](CC[C@@H]3C[C@@H](O)CC(=O)O3)[C@H]21
67	Cc1cccc(NC(=O)NCC(c2cccc3ccccc23)N(C)C)c1 (stereo unspecified)
73	COCC(=O)N1CCCc2ccc(NS(=O)(=O)C(C)C)cc21
67	CC(=O)N1CCc2cc(S(=O)(=O)N3CCN(c4ccc5nnc(C)n5n4)CC3)ccc21
80	CCSc1cccc(C(=O)Nc2ccc3nc(C)sc3c2)c1
60	O=C(Cn1c(-c2ccncc2)nc2ccccc21)Nc1ccccc1F

# Some of these compounds in order of their number in RMI FANCM FP, lowest first.
Compound,RMI FANCM FP
O=C(CC(SCCO)c1ccc([N+](=O)[O-])cc1)c1ccco1 (stereo unspecified),57
CC(C)C(=O)Nc1ccc(C(=O)Oc2ccccc2)c(O)c1,64
Cc1cccc(NC(=O)NCC(c2cccc3ccccc23)N(C)C)c1 (stereo unspecified),67
COCC(=O)N1CCCc2ccc(NS(=O)(=O)C(C)C)cc21,73
CCSc1cccc(C(=O)Nc2ccc3nc(C)sc3c2)c1,80

# The results go on.
RMI FANCM FP	Molecule
69	COCC(=O)N1CCCc2ccc(N)cc21
70	Cc1nc2ccc(NC(=O)c3cccnc3)cc2c(=O)n1-c1ccc(F)cc1
68	COc1ccc(NC(=O)NCCCn2nc(-c3cccs3)ccc2=O)cc1
62	COc1ccccc1CNC(=O)C1(c2cccs2)CCCC1
61	O=[N+]([O-])c1ccc(NC(c2ccco2)c2ccc3cccnc3c2O)cc1 (stereo unspecified)
67	CS(=O)(=O)c1ccccc1NC(=O)CCS(=O)(=O)c1ccccc1
61	CC(=Nc1cc([N+](=O)[O-])ccc1C)C1=C(O)c2ccccc2C1=O
64	Cc1oc2c(F)c(F)c(F)c(F)c2c1S(=O)(=O)Oc1ccc(C#N)cc1
57&63	CC(NC(=O)c1ccccc1C(=O)NC(C)c1ccc2c(c1)OCCO2)c1ccc2c(c1)OCCO2 (stereo unspecified)
62	CC(C)(C)c1nnc2n(c1=O)N=C(c1ccc(F)cc1)CS2
69	O=C(COc1ccccc1)NCCOc1ccc2nnc(-c3cccc(F)c3)n2n1
58	O=S(=O)(Nc1n[nH]c2ccccc12)c1ccc(Cl)c(Cl)c1
63	O=C(Cc1csc(Nc2ccc(OC(F)(F)F)cc2)n1)NC1CCCC1
73	Cc1nnc(Nc2cccc(C(F)(F)F)c2)c2ccccc12
59	O=Cc1ccc(I)o1
158	O=C(Cn1cnc(-c2ccc(F)cc2)cc1=O)NCCc1c[nH]c2ccccc12
111	CCN(CC)CCN(C(=O)c1ccc(S(=O)(=O)N(C)Cc2ccccc2)cc1)c1nc2cc3c(cc2s1)OCCO3
64	CSc1ncc(Cl)c(C(=O)NCc2ccco2)n1
67	CSCCn1c(=NC(=O)c2ccnn2C)sc2cc(S(C)(=O)=O)ccc21
60	CCOC(=O)c1ccc(OCC2c3cc(OC)c(OC)cc3CCN2C(=O)c2ccccc2Cl)cc1 (stereo unspecified)
63	CCOCCn1cnc2cc(C)c(C)cc21
45	C#CC(CC)(CC)Nc1ccsc1C(=O)O
120	O=C(CCS(=O)(=O)c1ccccc1)N(Cc1cccnc1)c1nc2cc3c(cc2s1)OCCO3
55	CC(Oc1ccccc1)C(=O)NCCS(=O)(=O)N1CCN(c2ccccc2F)CC1 (stereo unspecified)
68	O=C(CC1CCCCN1S(=O)(=O)c1cccs1)NCc1ccccc1Cl (stereo unspecified)
59	CN(C)C(=O)c1ccc(OCC(F)(F)F)nc1
56	Nc1ccccc1C(=O)N1CCN(c2ccc([N+](=O)[O-])cn2)CC1
64	CC(=O)c1cccc(NC(=O)c2ccc(=O)n(Cc3ccc(F)cc3)n2)c1
82	CCOC(=O)c1sc(NC(=O)Cc2ccc(S(C)(=O)=O)cc2)nc1-c1ccccc1
55	Cc1c(S(=O)(=O)NCc2csc(-c3cccs3)n2)cnn1-c1ccccc1
97	Cc1ccc(C)c(-c2cc(-c3nc(-c4ccc5c(c4)OCO5)no3)[nH]n2)c1
81	O=C(OCC1CC(c2ccccc2)=NO1)c1cccc(C(=O)OCC2CC(c3ccccc3)=NO2)n1 (stereo unspecified)
69	CCCOc1ccnc2c1c(=O)[nH]c(=O)n2C
96	COc1ccccc1NC(=O)CSc1ncc(S(=O)(=O)c2ccc(Cl)s2)c(N)n1
94	O=C(CN1C(=O)c2ccccc2C1=O)Nc1ccccc1-c1nc2ccccc2s1
47	COc1ccc(Oc2cc(C(F)(F)F)ccn2)cc1
62	O=S(=O)(c1ccccc1)c1nnn2c1nc(N1CCN(c3ccccn3)CC1)c1cc(Cl)ccc12
56	Cc1nn(C(=O)C2CC2)c(C)c1Oc1ccc(Cl)cc1
76	Cc1ccc(C(=O)CSc2nccn(-c3ccc(Br)cc3)c2=O)c(C)c1
55	O=C(Cn1c(=O)n(-c2ccc(F)cc2)c(=O)c2oc3ccccc3c21)NCc1ccccc1Cl
65	O=C(NCCn1ncc2c(=O)n(Cc3cccc([N+](=O)[O-])c3)cnc21)c1ccc(Br)o1
71	Oc1c(C(c2cccc(Cl)c2)N2CCC(Cc3ccccc3)CC2)sc2nc(-c3ccco3)nn12 (stereo unspecified)
58	CC(C)=CCC(C#N)(CC=C(C)C)C(=O)O
73	Cc1ccc(S(=O)(=O)c2c(C)cc(C)n(CC(=O)Nc3ccc(Cl)cc3F)c2=O)cc1C
68	COc1cccc(CNC(=O)Cc2csc(Nc3ccc(F)cc3)n2)c1
64	CS(=O)(=O)N1CCCC(C(=O)Nc2cc(Cl)cc(Cl)c2)C1 (stereo unspecified)
76	O=C(Nc1nc(-c2ccc(Cl)cc2Cl)cs1)c1cccc([N+](=O)[O-])c1
59	O=Cc1cccn1-c1ccc([N+](=O)[O-])cc1
76	COc1cc2c(cc1OC)CN(C(=O)CSc1nnc3ccccn13)CC2
58	O=C1OC(CNS(=O)(=O)c2cccc(Cl)c2)CN1c1ccccc1 (stereo unspecified)
49	OC(COc1ccc(Br)cc1)CN1CCCN(c2nc3ccc(Cl)cc3s2)CC1 (stereo unspecified)
84	Cc1c(Cl)ccc2sc(NC(=O)c3ccc(Br)s3)nc12
55	CC(C)(C)c1ccc(C(=O)O/N=C(/N)Cc2ccc([N+](=O)[O-])cc2)cc1
65	COc1ccc(CCC(=O)NCCn2nc(-c3cccs3)ccc2=O)cc1
58	CC(C)(C)NC(=O)[C@@H]1C[C@@H]2CCCC[C@@H]2CN1C(=O)COc1ccc(Cl)cc1Cl
53	CCOC(=O)Cc1csc(NC(=O)NC2CC(=O)N(c3ccc4c(c3)OCCO4)C2)n1 (stereo unspecified)

# These rows are one share of the data, so the mix of outcomes need not match the whole.
